BoNT-A LC inh2: blocks Botulinum neurotoxin A light chain protease; multiplex microsphere protease substrate cleavage, flow cytometry; inhibition, % at 10 µM; 360,000 compounds, 0.17% hits; AID 588499; note: plate controls were buffer without enzyme for full effect and enzyme alone for no effect
BioA inh: BioA (M. tuberculosis) enzyme inhibition; 360,000 compounds, 0.096% hits; AID 602481; inhibition, % at 9.99 µM; purified M. tuberculosis BioA enzyme, plate reader; in the data active = inhibition above about 40%; inconclusive = no clear call, values can overlap the other calls
GDH-TPI inh: inhibits GDH-TPI coupling enzymes, artifact for Mtb FBA screen; inhibition, % at 4.8 µM; 360,000 compounds, 1.2% hits; AID 588335; GDH-TPI coupled enzyme counterscreen, NADH absorbance; in the data active = inhibition above about 30%;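 note: 0% = DMSO wells and 100% = wells lacking the enzyme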
Mtb UGM inh: inhibitors of M. tuberculosis UDP-galactopyranose mutase | 320,000 compounds, 0.06% hits | P9WIQ1 | inhibition, % at 10 µM | purified UGM, fluorescence polarization probe displacement; in the data active = inhibition above about 10%, passing the limit was not always enough; inconclusive = no clear call, values can overlap the other calls
Mtb FBA inh: inhibits M. tuberculosis FBA enzyme; P9WQA3; purified M. tuberculosis FBA, fluorescence read-out; inhibition, % at 1 µM; 360,000 compounds, 2.3% hits; AID 588726; in the data active = inhibition above about 27%;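 note: 0% = vehicle and 100% = reference inhibitor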
Anthrax LF prot: anthrax lethal factor protease inhibition | multiplex microsphere protease cleavage assay, LF | inhibition, % at 10 µM | 360,000 compounds, 0.12% hits | AID 588501; note: plate controls were buffer without enzyme for full effect and enzyme alone for no effect
Target sequence (P15917 whole entry, looked up): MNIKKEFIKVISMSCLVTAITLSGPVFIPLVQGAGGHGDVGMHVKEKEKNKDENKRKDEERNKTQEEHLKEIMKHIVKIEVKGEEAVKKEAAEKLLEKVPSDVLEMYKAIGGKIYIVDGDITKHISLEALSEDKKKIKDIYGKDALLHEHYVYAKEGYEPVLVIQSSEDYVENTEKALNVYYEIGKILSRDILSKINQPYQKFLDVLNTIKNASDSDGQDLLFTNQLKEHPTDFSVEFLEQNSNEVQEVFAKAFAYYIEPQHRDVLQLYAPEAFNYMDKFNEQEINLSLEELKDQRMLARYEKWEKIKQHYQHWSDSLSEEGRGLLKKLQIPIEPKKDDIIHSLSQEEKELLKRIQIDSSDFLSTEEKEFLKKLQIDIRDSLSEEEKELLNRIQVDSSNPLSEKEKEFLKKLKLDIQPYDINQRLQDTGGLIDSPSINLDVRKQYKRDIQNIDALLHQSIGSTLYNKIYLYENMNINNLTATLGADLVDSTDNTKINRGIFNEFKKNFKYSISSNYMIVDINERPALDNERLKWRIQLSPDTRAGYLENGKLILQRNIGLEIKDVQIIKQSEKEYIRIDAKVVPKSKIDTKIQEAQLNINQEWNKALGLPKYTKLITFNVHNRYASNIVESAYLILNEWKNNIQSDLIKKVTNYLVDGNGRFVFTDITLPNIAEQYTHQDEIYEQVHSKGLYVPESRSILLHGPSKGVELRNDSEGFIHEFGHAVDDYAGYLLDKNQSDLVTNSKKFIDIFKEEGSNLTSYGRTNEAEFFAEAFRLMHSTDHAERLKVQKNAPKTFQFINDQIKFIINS
PfHsp40 rescue: compounds rescuing yeast from Plasmodium falciparum HSP40 toxicity. S. cerevisiae expressing PfHsp40, growth rescue, ATP luminescence. 340,000 compounds, 0.68% hits. growth rescue, % at 12.5 µM; in the data active = growth rescue above about 28%, passing the limit was not always enough; inconclusive = no clear call, values can overlap the other calls;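 note: yeast W303a lacking pdr1 and pdr3 grown in galactose medium; growth measured after three days at 30 °C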
FadD28 FP inh: M. tuberculosis FadD28 bisubstrate binding inhibition; FadD28 bisubstrate probe binding, fluorescence polarization; inhibition, % at 12.5 µM; 360,000 compounds, 0.22% hits; AID 588549; in the data active = inhibition above about 8.5%, passing the limit was not always enough; inconclusive = no clear call, values can overlap the other calls
BoNT-F LC inh: inhibitors of Botulinum neurotoxin F light chain protease; Multiplex microsphere protease cleavage assay, flow cytometry; inhibition, % at 10 µM; 360,000 compounds, 0.22% hits; AID 588497; in the data active = inhibition above about 35%, passing the limit was not always enough; inconclusive = no clear call, values can overlap the other calls; note: plate controls were buffer without enzyme for full effect and enzyme alone for no effect
Starred values were filed as active, the others as inactive; u = inconclusive; x = no result given. Cut-off read from the data, not from the text of the source, unless noted: active = inhibition above about 30%; inconclusive = no clear call, values can overlap the other calls; inactive = below that. Outcome played no part in choosing rows; 4.7% or so of the library scored in one or more.

SMILES	BoNT-A LC inh2	BioA inh	GDH-TPI inh	Mtb UGM inh	Mtb FBA inh	Anthrax LF prot	PfHsp40 rescue	FadD28 FP inh	BoNT-F LC inh
COc1ccc(C(=O)SC2=NCCS2)cc1OC	u	1.3	9	-1.0	0	u	2.2	0.0	u
CC1=C(C(=O)Nc2ccc(C)cc2C)C(c2cccc([N+](=O)[O-])c2)n2nc(C(=O)OC(C)C)nc2N1 (configuration not stated)	0.4	x	11	-1.1	-1	-1	1.1	-1.3	1
CN1C(CC(O)c2ccccc2)CCCC1CC(O)c1ccccc1 (configuration not stated)	-0.3	-0.7	1	1.2	1	-5	-0.3	-4.2	3
CCOc1cc(/C=C2\NC(=O)NC2=O)ccc1OC(C)C(=O)O (configuration not stated)	0.3	-1.4	47*	1.5	-1	8	1.1	0.5	u
COc1c(O)cccc1[C@H](O)C1CCN(CCc2ccc(F)cc2)CC1	0.0	-7.8	-4	0.0	-1	-2	1.0	-4.4	-1
CN(C)CC/C=C1\c2ccccc2COc2ccccc21	-0.8	1.0	7	x	-1	3	-1.0	-1.6	-14
Cc1ccc(C)c(/C=C2\CCn3c2nc2cc(C(=O)O)ccc2c3=O)c1	0.4	0.6	7	2.7	4	4	0.0	-5.1	23
CN1C(=O)CSC1=Nc1cccc(C(=O)O)c1	3.0	-0.7	4	-0.7	0	0	-0.8	0.2	u
COc1ccccc1NC(=O)Nc1ccc(-n2ccc(C(F)(F)F)n2)cc1	x	11	-2	4.5	3	x	6.7	1.2	x
CCOc1ccccc1NC(=O)Nc1ccncc1	-0.1	8.2	0	3.0	1	1	-0.8	-2.4	2
COC(=O)c1ccc(/C=N/N2C(C)CCCC2C)cc1 (configuration not stated)	-1.2	x	-1	0.4	-1	-8	0.3	0.1	-1
CCCN(C(=O)CSc1nnc(-c2ccoc2C)n1N)C1CCS(=O)(=O)C1 (configuration not stated)	0.4	0.2	9	0.0	1	0	-0.1	-1.1	6
CCOC(=O)C1=C(C)Nc2nc(SCC)nn2C1c1ccc(OC)cc1 (configuration not stated)	-0.2	x	7	-0.4	-1	4	-0.8	-0.6	11
O=C(O)C1C(c2ccccc2)C(C(=O)N2CCOCC2)C1c1ccccc1 (configuration not stated)	0.5	-1.5	2	-2.7	-1	-5	0.6	-1.6	3
COc1ccc(OCC(O)CNS(=O)(=O)c2cccc(Cl)c2)cc1 (configuration not stated)	1.4	1.0	-5	-1.9	-1	2	x	-3.6	u
CC(NC(=O)CN(C)Cc1nc2ccccc2c(=O)[nH]1)c1ccccc1 (configuration not stated)	-0.4	x	-2	2.6	1	-2	0.2	-2.8	-10
O=C(Nc1ccc(C(=O)O)cc1)Nc1cccc([N+](=O)[O-])c1	-0.5	x	0	-0.7	2	0	-0.9	2.3	-2
COc1ccc(OCCOC(=O)CNC(=O)c2ccc(F)cc2)cc1	-0.4	0.7	-8	x	0	-1	x	-1.7	8
C/C=C(\C)CN1CCC(n2nccc2NC(=O)CCc2ccccc2)CC1	x	-0.1	-1	-0.2	-3	x	0.3	0.4	x
CCOC(=O)c1ccc(NS(=O)(=O)c2ccc3c(c2)NC(=O)CCS3)cc1	0.5	-0.6	0	1.7	-3	0	2.4	u	12
C[C@]12CCC3C(CC[C@H]4CC(=O)CC[C@]34C)C1CCC2=O (some centres not stated)	-0.9	x	2	-1.4	4	-6	-0.7	0.5	2
CCN(CC)S(=O)(=O)c1ccc(C(=O)OCCN2C(=O)c3cccc4c(N5CCOCC5)ccc(c34)C2=O)cc1	35*	x	12	u	-1	28	-0.9	0.0	20
CCC1(c2ccccc2)NC(=O)N(CC(=O)N(C)Cc2c(F)cccc2Cl)C1=O (configuration not stated)	-0.1	1.6	0	2.4	-1	0	-0.1	1.2	1
CC1(C)Cc2c(sc3nn[nH]c(=O)c23)CO1	-0.5	-0.3	8	0.2	2	-2	2.0	0.1	-13
O=C(Nc1ccccc1C(=O)Nc1ccc2c(c1)OCO2)c1cccs1	0.1	-5.6	9	-0.8	5	-7	0.0	0.4	-14
N#CC(C#N)=C1NC(N)=C(C#N)C(c2ccccc2)=C1C#N	0.2	x	33*	3.7	71*	-1	2.5	u	u
CCOC(=O)c1sc2ccccc2c1NC(=O)c1coc2ccccc2c1=O	-0.3	0.7	-4	0.6	0	0	2.8	-3.9	0
CCN(CC)S(=O)(=O)c1cccc(NC(=O)c2cc(=O)[nH]c3ccccc23)c1	-0.2	x	13	-1.0	2	-2	-1.5	-2.6	-12
CCOC(=O)C(CC)Sc1nc(N)c(NC(=O)c2ccc(OC)c(OC)c2)c(=O)[nH]1 (configuration not stated)	0.1	-0.6	-5	1.4	-4	-4	-0.4	-3.8	-3
CCCNS(=O)(=O)c1ccc(OCC(=O)Nc2ccc3c(c2)OCCO3)cc1	-1.9	-5.7	11	-0.3	0	-7	0.3	-0.4	-12
Cc1ccc(S(=O)(=O)Cc2cccc(C(=O)N3CCOCC3)c2)cc1	0.6	-0.6	-4	3.3	3	-3	-0.2	-2.5	-3
C=CCCN(C(CC(C)C)C(=O)OC)S(=O)(=O)c1ccccc1Br (configuration not stated)	-0.2	0.2	2	-0.2	5	5	1.5	-2.1	1
CCN(CCCNC(=O)CCn1c(=O)[nH]c2ccccc2c1=O)c1ccccc1	0.2	-1.5	6	-0.1	2	-2	8.0	-3.6	5
O=C(Nc1cccc(NC(=O)c2ccc(Cl)cc2Cl)c1)c1cccnc1	-3.2	15	1	-0.3	-2	-4	3.7	-3.2	-17
COc1ccccc1N(C)S(=O)(=O)c1ccc(Cl)c(C(=O)N2CCC2)c1	-1.1	0.0	9	0.2	1	3	-1.0	-4.0	2
Cc1cc([N+](=O)[O-])ccc1-c1ccc(C2Nc3ccccc3C(=O)N2O)o1 (configuration not stated)	2.4	x	15	-3.7	1	2	168*	2.7	-5
CC(C)(C)NC(=O)NC(=O)CSc1cccc(C(F)(F)F)c1	-0.3	x	-3	-0.5	0	-3	3.2	-0.3	-1
CC1(C)CC(=O)C2=C(C1)N(Cc1ccccc1)C(=O)C2(NC(=O)C(C)(C)C)C(F)(F)F (configuration not stated)	-2.5	-18	6	-1.0	3	-2	1.5	-1.0	-5
COc1cccc(/C=N/NC(=O)c2cc(-c3ccccn3)nc3ccccc23)c1O	-1.0	-1.1	18	-2.3	-5	-7	4.1	-3.1	-6
CC1Cc2ccccc2N1C(=O)CSc1nc2ccccc2o1 (configuration not stated)	-0.2	0.7	6	2.8	0	0	0.6	-3.4	0
O=C(NCc1ccc(Cl)cc1)C(=O)N/N=C/c1ccc(Br)cc1	-1.2	-3.4	-4	-1.2	3	0	0.2	1.9	-1
COc1cccc(-c2cc(N3C(=O)Nc4ccccc4N3O)n[nH]2)c1	1.0	-0.8	2	6.2	4	-1	0.0	-6.6	11
O=C(NC(=S)Nc1ccccc1Cl)c1cncc(C#Cc2ccccc2)c1	0.7	-0.2	-4	1.6	0	12	-0.4	-1.9	u
O=S(=O)(c1ccc(-c2ccon2)s1)N1CCOCC1	u	x	-8	-2.6	1	3	0.7	-3.5	u
CC(C)C(=O)NC(=S)/C=C1/N(C)c2ccccc2C1(C)C	8.5	x	13	-6.6	-1	6	0.5	-3.5	2
c1cncc(CNC2CCCC2)c1	-0.5	x	-5	1.2	2	-3	-1.1	1.0	-2
Cc1ccccc1OCC(O)CN (configuration not stated)	0.2	0.2	-1	-1.5	1	-3	-1.4	0.7	6
COC(=O)c1ccc(NC(=S)NC2CCc3ccccc32)cc1 (configuration not stated)	-0.5	x	-4	-0.3	1	-2	0.8	-2.2	1
N#CC(C#N)=Cc1cccn1-c1ccc(C(=O)O)cc1	-0.8	x	12	1.6	-10	0	-0.5	-4.2	-2
COc1cc2c(c(OC)c1OC)-c1c(cc3c(c1O)OCO3)C[C@@H](C)[C@@H](C)C2	0.3	-2.0	-1	1.5	-1	-8	7.1	-3.6	11
CC(C)=CCOc1ccc2c(C)c(CC(=O)N3C[C@H]4C[C@@H](C3)c3cccc(=O)n3C4)c(=O)oc2c1C	0.0	1.6	19	-0.5	107*	-2	0.6	-1.2	-5
O=S(=O)(NCCSc1nnc(-c2ccco2)n1-c1ccccc1)c1ccccc1	-0.2	-3.0	-8	-0.5	5	0	-0.1	-2.3	-5
Cc1sc2ncnc(N3CCN(Cc4ccccc4)CC3)c2c1-c1ccccc1	-1.7	-0.9	0	2.4	-4	2	-0.6	x	-4
C1CCC(OCCN2CCN(CCOC3CCCCC3)CC2)CC1	0.4	1.5	4	0.1	1	0	-0.4	0.3	-11
N#CCc1nc(C(c2ccccc2)c2ccccc2)no1	2.9	7.9	-5	2.4	0	1	-2.2	-1.8	3
Cc1noc(NS(=O)(=O)c2ccc(NC(=O)C(F)(F)C(F)(F)C(F)(F)F)cc2)c1C	-1.1	-0.2	-9	1.7	1	u	x	-3.0	13
Cc1ccc(/C=C/C2=NN(Cc3ccccc3)C(=O)CC2)cc1	0.0	-0.5	18	2.7	-3	0	0.4	-3.8	-11
COc1cccc(/C=N/NC(N)=S)c1OCc1cccc(Cl)c1	-0.1	5.1	7	-0.1	-4	-5	13	-5.1	-7
Cc1ccc(C2(O)CCN3CCCCC32)cc1 (configuration not stated)	1.2	-0.5	9	-3.5	-7	0	0.5	-2.6	1
CCOC(=O)C[C@H]1c2cc(F)ccc2S(=O)(=O)N1Cc1ccc(OC)cc1	-0.1	0.6	15	-1.0	5	3	-0.5	-0.7	-3

Given comma-delimited: 5 of the compounds above
SMILES,BoNT-A LC inh2,BioA inh,GDH-TPI inh,Mtb UGM inh,Mtb FBA inh,Anthrax LF prot,PfHsp40 rescue,FadD28 FP inh,BoNT-F LC inh
COc1cccc(-c2cc(N3C(=O)Nc4ccccc4N3O)n[nH]2)c1,1.0,-0.8,2,6.2,4,-1,0.0,-6.6,11
O=S(=O)(c1ccc(-c2ccon2)s1)N1CCOCC1,u,x,-8,-2.6,1,3,0.7,-3.5,u
CCOC(=O)C[C@H]1c2cc(F)ccc2S(=O)(=O)N1Cc1ccc(OC)cc1,-0.1,0.6,15,-1.0,5,3,-0.5,-0.7,-3
C1CCC(OCCN2CCN(CCOC3CCCCC3)CC2)CC1,0.4,1.5,4,0.1,1,0,-0.4,0.3,-11
Cc1ccc(C2(O)CCN3CCCCC32)cc1 (configuration not stated),1.2,-0.5,9,-3.5,-7,0,0.5,-2.6,1

The list continues.
SMILES	BoNT-A LC inh2	BioA inh	GDH-TPI inh	Mtb UGM inh	Mtb FBA inh	Anthrax LF prot	PfHsp40 rescue	FadD28 FP inh	BoNT-F LC inh
OC(Cc1cccnc1)c1ccccc1 (configuration not stated)	-0.4	x	-3	x	-1	-1	19	-0.3	4
Nc1c(C(=O)Nc2ccc3c(c2)OCCO3)nnn1Cc1ccccc1Cl	1.9	1.8	8	1.0	1	-3	0.6	-0.1	5
O=C(Nc1ccc2c(c1)CCC2)c1cccc(S(=O)(=O)N2CCN(c3ccc(F)cc3)CC2)c1	-0.1	-4.1	-1	1.2	0	-14	1.3	-0.1	0
CC(C)(C)c1ccc(/C=C(\C#N)C(=O)NCCN2CCOCC2)cc1	-1.3	x	6	0.6	2	0	-0.3	-1.1	-2
Cc1ccc(Cn2nnnc2CN2CCC(n3nnc4ccccc43)CC2)cc1	1.4	x	0	-1.1	-2	-1	2.1	-1.4	25
O=C(O)C1CC=C(Cl)CC1C(=O)NCC1OCCc2ccccc21 (configuration not stated)	-0.2	-0.5	-7	4.6	3	-1	-1.1	-2.7	-6
O=C(Nc1nc2ccc(S(=O)(=O)N3CCCCC3)cc2s1)C1CCCO1 (configuration not stated)	-1.0	0.6	3	-0.2	2	-2	0.2	-1.0	5
O=C1Nc2c(ccc(Cl)c2Cl)C(=O)C1(F)c1ccccc1 (configuration not stated)	0.2	x	6	3.3	0	-5	2.2	-0.4	u
CC(C)CC(=O)Nc1ncc([N+](=O)[O-])s1	-1.7	1.0	3	-0.7	-2	3	-0.5	-0.6	u

Compound activity (PubChem BioAssay)
